# Glyco luc inh: blocks N-linked glycosylation in D54 reporter cells. D54 ERlucT glycosylation luciferase reporter, 24 h; percent of 100 nM tunicamycin response. reporter increase, % at 12.5 µM. 360,000 tested, 0.23% active;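 active = mean luciferase reporter signal, scaled so untreated is 0 and the glycosylation-blocking control 100, at or above a set limit in every replicate; inconclusive = mean reaches the limit but not every replicate does; inactive = mean below the limit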;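 also: luciferase carries N-glycosylation sites so blocking glycosylation raises the light; 0% = median of neutral control wells and 100% = median of 100 nM tunicamycin wells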
# Vif imaging: blocks HIV Vif function; HEK293T cells, Vif self-association by quenched fluorescence, imaging, 24 h; inhibition, % at 7.49 µM; 340,000 tested, 0.35% active; AID 602346; in the data active = inhibition above about 50%, passing the limit was not always enough; inconclusive = no clear call, values can overlap the other calls; inactive = below about 31%; also: some results filed as inactive read as strong as hits
# NOD2 RIPK2 PPI: NOD2-RIPK2 protein interaction inhibition. O43353. CHO BLA complementation NOD2-RIPK2, CCF4 ratio. inhibition, % at 4.98 µM. 360,000 tested, 0.38% active; in the data active = inhibition above about 21%;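 also: 0% = vehicle only and 100% = reference blocker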
# ABHD5-PLIN5 inh: blocks binding of human ABHD5 to perilipin-5; inhibition, % at 4 µM; 360,000 tested, 0.78% active; Split G. princeps luciferase complementation, luminescence, 4 h; AID 602281;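 active = inhibition above the mean inhibition across every tested compound plus 3 SD, cut at about 22% in these data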;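 also: 0% = DMSO only wells and the 100% control is not disclosed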
# Exocytosis inh: lytic granule exocytosis inhibition. inhibition, % at 10 µM. TALL-104 LAMP-1 surface exposure, flow cytometry; cells stimulated with thapsigargin and PMA. AID 651702. 360,000 tested, 0.66% active;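 active = inhibition above about 55%, limit read from the data; inconclusive = no clear call, values can overlap the other calls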
# MC4R antag cAMP: human MC4R antagonism in cAMP assay. P32245. MC4R-expressing cells, MTII-stimulated cAMP, LANCE TR-FRET. inhibition, % at 6.5 µM. 360,000 tested, 0.48% active;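 active = inhibition above its plate's cutoff, the mean of tested wells on that plate plus 3 SD, cut at about 29% in these data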;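 also: 0% = Melanotan II alone and 100% = Melanotan II plus saturating MCL0020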
#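 material = U2OS cells stably expressing human melanocortin 4 receptor (MC4R) | also added = Melanotan II challenge | dosing = single nominal compound dose of 6.5 µM | detection = TR-FRET with Eu-cAMP and labeled anti-cAMP, 671 nm | replication = singlicate | timing = compound 30 min, challenge 1 h, detection 1 h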
# TLR9-MyD88 inh: TLR9-MyD88 interaction inhibition | 340,000 tested, 0.21% active | CHO BLA complementation TLR9-MyD88, CCF4 FRET ratio | inhibition, % at 4.98 µM | Q9NR96+Q99836;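 active = inhibition above the mean over all tested compounds plus 3 SD, cut at about 21% in these data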;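 also: 0% = DMSO only wells and 100% = clavulanate BLA inhibitor control wells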
# Target sequence (Q99836 whole entry, looked up): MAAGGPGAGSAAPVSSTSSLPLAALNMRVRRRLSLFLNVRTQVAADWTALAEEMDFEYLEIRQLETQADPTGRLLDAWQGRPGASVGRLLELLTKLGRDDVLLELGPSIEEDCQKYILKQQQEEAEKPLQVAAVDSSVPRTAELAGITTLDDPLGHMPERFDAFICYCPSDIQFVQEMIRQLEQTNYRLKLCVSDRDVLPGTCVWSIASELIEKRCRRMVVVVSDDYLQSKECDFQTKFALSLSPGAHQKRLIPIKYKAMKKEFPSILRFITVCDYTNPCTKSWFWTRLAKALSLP
# Target sequence (Q9NR96 whole entry, looked up): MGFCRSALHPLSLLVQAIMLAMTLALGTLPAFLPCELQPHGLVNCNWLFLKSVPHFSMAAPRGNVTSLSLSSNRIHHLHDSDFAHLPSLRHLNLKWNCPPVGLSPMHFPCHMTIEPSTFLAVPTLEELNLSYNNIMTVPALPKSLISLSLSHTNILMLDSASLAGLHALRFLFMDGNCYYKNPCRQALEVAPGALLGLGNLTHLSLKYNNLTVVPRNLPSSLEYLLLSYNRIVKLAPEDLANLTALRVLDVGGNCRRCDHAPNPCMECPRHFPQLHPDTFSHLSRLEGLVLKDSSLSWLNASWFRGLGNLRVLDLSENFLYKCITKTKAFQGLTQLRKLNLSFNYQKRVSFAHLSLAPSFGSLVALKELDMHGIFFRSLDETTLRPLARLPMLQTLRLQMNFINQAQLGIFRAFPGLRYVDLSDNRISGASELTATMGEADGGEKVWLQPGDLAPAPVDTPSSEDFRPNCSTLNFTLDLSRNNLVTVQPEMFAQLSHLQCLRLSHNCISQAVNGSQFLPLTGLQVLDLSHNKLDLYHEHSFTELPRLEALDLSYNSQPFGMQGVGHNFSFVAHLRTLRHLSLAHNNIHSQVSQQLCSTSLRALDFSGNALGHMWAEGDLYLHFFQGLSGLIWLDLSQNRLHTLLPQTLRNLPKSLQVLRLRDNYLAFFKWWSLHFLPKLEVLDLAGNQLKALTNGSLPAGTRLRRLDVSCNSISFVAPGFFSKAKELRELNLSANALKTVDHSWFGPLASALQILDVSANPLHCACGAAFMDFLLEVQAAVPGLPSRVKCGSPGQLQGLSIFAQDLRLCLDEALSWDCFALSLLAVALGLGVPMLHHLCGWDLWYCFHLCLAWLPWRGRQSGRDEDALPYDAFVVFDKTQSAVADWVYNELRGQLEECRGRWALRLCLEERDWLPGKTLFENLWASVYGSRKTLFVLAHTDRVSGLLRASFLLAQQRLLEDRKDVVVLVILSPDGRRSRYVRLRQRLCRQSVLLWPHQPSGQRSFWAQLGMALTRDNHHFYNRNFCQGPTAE
# ABCB6 inh 2: inhibitors of human ABC transporter ABCB6. Q9NP58. K562-ABCB6 porphyrin accumulation, flow cytometry, 1 h; active compounds read low. fluorescence ratio to DMSO, % at 10 µM. 360,000 tested, 0.19% active. AID 602162;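 active = fluorescence ratio to DMSO below 75%, the collection mean minus 3 SD; inconclusive = too few cells collected in the well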;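 also: signal is porphyrin accumulated inside mitochondria; 100% equals median channel fluorescence of DMSO control wells; lower ratio means ABCB6 inhibition with less porphyrin fluorescence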
# aDG glyco act: increases alpha dystroglycan glycosylation; activation, % at 10 µM; Pro5-aDG cells, alpha-DG glycosylation AlphaScreen (IIH6); 0% Pro5, 100% B10-LARGE cell signal; 360,000 tested, 0.22% active;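 active = activation of at least 8% versus controls, or a plate z-score of at least 8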;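 also: Pro5 are CHO cells carrying HIG-tagged alpha-DG that lacks glycosylation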
# MC4R barr agon: agonists of human melanocortin 4 receptor (MC4R) beta-arrestin; P32245; activation, % at 8.9 µM; 360,000 tested, 0.98% active; U2OS MC4R beta-arrestin complementation, luminescence; percent of melanotan II response, DMSO zero;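 active = activation above a per-plate cutoff, the mean activation of sample wells on that plate plus 3 SD, cut at about 8% in these data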
# Active calls of the source: *; ? = inconclusive; . = not tested or not shown.
SMILES,Glyco luc inh,Vif imaging,NOD2 RIPK2 PPI,ABHD5-PLIN5 inh,Exocytosis inh,MC4R antag cAMP,TLR9-MyD88 inh,ABCB6 inh 2,aDG glyco act,MC4R barr agon
C/C(=N\OCC(=O)OCC(=O)NCc1ccccc1)c1ccc2c(c1)OCO2,0.9,0.7,1.1,4.1,-12.7,8.2,-1.3,96.0,0.0,-1.6
O=C(NC1CC2CCCC(C1)N2Cc1ccccc1)c1ccc([N+](=O)[O-])cc1 (configuration not stated),1.1,-0.8,-2.2,-3.7,-2.6,1.6,3.5,102.0,0.1,-0.1
O=C1CNC(=O)/C(=C\c2ccccc2)N1,2.7,8.1,-1.7,-2.5,-0.1,5.6,-8.0,94.0,-0.1,-0.1
CC(=O)c1cccc(NC(=S)NC(=O)c2ccc(C)cc2)c1,-3.9,-6.5,2.2,1.4,-5.8,20.3,-11.9,98.0,0.0,0.4
O=C(NCC1CCCO1)C1CCCN1C(=O)NC1CCCCC1 (configuration not stated),0.6,3.2,2.9,-0.3,3.1,-3.2,9.4,89.0,-0.2,-1.1
COc1ccc(C(=O)Nc2ccccc2C(=O)Nc2ccncc2)cc1,-2.2,0.2,-6.2,-8.4,0.9,3.5,-6.6,98.0,0.1,-3.4
COc1ccc(N(C(=O)C(C)C)S(=O)(=O)c2ccc(Cl)cc2)cc1,-1.6,10.3,-1.0,-4.3,4.3,1.3,6.8,48.0*,0.0,-0.2
CCCCCC(=O)N1CCCC1,-0.6,-4.9,1.6,-3.1,-2.4,12.7,-2.5,95.0,0.1,-0.6
Cc1cccc2sc(NC(=O)C3CC3)nc12,3.1,-15.3,-0.1,-6.4,-0.1,22.0,-12.8,101.0,0.0,-0.5
N#CCCN1CCN(CCC#N)C1=S,0.2,?,-3.2,3.6,-1.4,6.0,-0.6,95.0,0.0,-2.3
O=C(CCN1C(=O)c2ccccc2C1=O)Nc1cccc(F)c1,2.5,-0.2,-1.2,2.4,0.7,8.2,10.3,94.0,-0.2,1.2
Cc1ccc(S(=O)(=O)CCC(=O)OC(C)C(=O)N2CCc3ccccc32)cc1 (configuration not stated),-0.7,7.5,-6.8,-2.1,8.6,-0.2,1.1,94.0,-0.1,-2.6
COc1ccc(C(=O)N/N=C/c2ccc(OC)c(CSc3ccccn3)c2)cc1,-1.8,2.6,-3.3,-5.6,17.5,-0.1,-2.6,100.0,0.0,-0.8
COCCCNC(=O)CSc1nc2cc3c(cc2c(=O)n1CCCC(=O)NCc1ccc(OC)cc1)OCO3,2.5,-3.6,8.5,2.2,0.7,18.7,3.8,93.0,0.0,-2.4
CCOC(=O)c1ccsc1NC(=O)c1ccco1,0.6,-5.9,-9.1,-4.5,2.2,5.0,-4.9,99.0,-0.4,-2.2
COc1ccc(C(=O)NCC(=O)NCC(=O)OCC(=O)C(C)(C)C)cc1,1.9,5.1,-4.2,-0.5,2.0,9.6,6.2,98.0,-0.2,0.5
CC12CCC(=O)N1C(C(=O)Nc1ccc(Cl)c(S(=O)(=O)N3CCCCC3)c1)CS2 (configuration not stated),1.2,-1.4,-4.5,1.6,0.6,8.7,-0.8,99.0,0.1,-1.3
Cc1nnc(NC(=O)c2ccncc2)s1,1.7,13.8,-4.0,2.1,-1.4,6.2,3.2,105.0,-0.3,-0.4
CC(=O)C1=C(O)C(=O)N(c2nccs2)C1c1ccc(Br)cc1 (configuration not stated),1.1,10.7,-5.3,-20.3,-2.6,-3.6,-8.0,101.0,-0.1,-1.7
NS(=O)(=O)c1ccc(NC(=S)NC(=O)c2ccc3c(c2)OCO3)cc1,-0.3,19.6,-1.0,0.9,-3.5,9.4,2.2,103.0,-0.1,-2.4
Cc1ccc(-c2nnn(CC(=O)N(Cc3ccco3)C(C(=O)NC(C)(C)C)c3ccc(C)o3)n2)o1 (configuration not stated),2.8,0.7,-3.0,3.6,-0.4,-1.0,-13.3,92.0,-0.1,1.9
CCCN(CC(=O)Nc1ccccc1OC)C(=O)c1cc(S(=O)(=O)NCc2ccccc2)ccc1C,1.1,5.2,0.1,12.8,6.5,10.4,-2.0,98.0,0.0,-1.8
COc1ccccc1NC1=C(Cl)C(=O)OC1OC(=O)c1ccco1 (configuration not stated),-2.4,-0.5,-2.9,2.0,2.7,16.9,-6.3,102.0,0.2,-3.0
CC1CN(C/C(=N\O)C23CC4CC(CC(C4)C2)C3)CC(C)O1 (configuration not stated),1.7,4.7,1.9,5.1,0.6,5.7,-2.5,91.0,0.1,0.1
Cc1ccc(C)c(NS(=O)(=O)c2cc(C(=O)NCCSC3CCCCC3)ccc2C)c1,-6.3,-20.2,-6.0,-6.4,5.2,19.3,-4.5,97.0,0.5,7.5

# Remaining list, next part:
SMILES,Glyco luc inh,Vif imaging,NOD2 RIPK2 PPI,ABHD5-PLIN5 inh,Exocytosis inh,MC4R antag cAMP,TLR9-MyD88 inh,ABCB6 inh 2,aDG glyco act,MC4R barr agon
O=c1cc(N2CCOCC2)[nH]c(=O)n1C1CCCCC1,1.8,2.1,-3.2,8.3,-2.2,10.8,9.1,93.0,-0.1,-0.4
CCCC(=O)N1CCCC(c2cc(C(=O)Nc3ccc4c(c3)OCO4)no2)C1 (configuration not stated),-3.4,18.2,-8.9,11.4,4.0,-5.4,.,100.0,0.1,-1.2
CCOc1ccccc1C(=O)NCC(=O)NNC(=O)c1cccc(S(=O)(=O)Nc2ccc(OC)cc2)c1,0.7,11.4,-8.2,8.4,-3.5,1.9,-7.3,106.0,0.0,-3.2
COc1ccc(CNC(=O)C(=O)NCC2OCCN2S(=O)(=O)c2ccc(F)cc2)cc1 (configuration not stated),-0.1,.,-4.1,-4.6,-0.1,0.2,-7.2,101.0,-0.4,-0.4
COc1cc(O)c(C(CCN2CCN(c3ccccc3)CC2)c2cc(OC)c(OC)c(OC)c2)c(OC)c1 (configuration not stated),-2.1,-1.1,-3.5,-5.6,-0.9,10.4,-5.8,101.0,-0.3,-0.3
O=C1C=C(c2cccc(Cl)c2O)C[C@@H](c2ccc3c(c2)OCO3)C1,1.9,-0.3,5.4,1.7,17.5,3.8,1.5,101.0,0.0,-1.2
Cc1cc(F)ccc1S(=O)(=O)N1CCCOC1CNC(=O)C(=O)NCCC1=CCCCC1 (configuration not stated),-2.0,2.1,13.1,-2.6,9.2,15.0,4.0,101.0,-0.2,0.1
COc1ccc(CN(C)CC(=O)NC(=O)Nc2ccccc2F)cc1,2.0,-1.9,-3.1,-5.4,-1.1,8.2,-9.1,97.0,-0.2,-1.0
O=C(O)C1OC1(c1ccccc1Cl)c1ccccc1Cl (configuration not stated),0.9,7.9,-14.1,-2.1,1.6,3.2,-10.1,88.0,0.1,-0.7
O=C(Nc1ccc(O)c2c(=O)cc(-c3ccccc3Cl)oc12)c1ccc(F)cc1,-2.1,-0.9,-1.0,4.9,4.6,8.3,-9.0,102.0,0.2,5.2
CCOC(=O)c1ccc(S(=O)(=O)N2CCN(C(=O)c3cc(=O)c4ccccc4o3)CC2)cc1,2.0,31.1,9.1,6.0,-2.4,9.8,-8.2,102.0,0.0,-3.6
O=c1c2ccccc2[nH]c(=S)n1Cc1cccnc1,3.5,-2.2,2.2,5.0,0.2,3.3,0.6,96.0,-0.2,-2.2
CCN1C(=O)C(CC(=O)Nc2ccc(F)cc2)N(CCCN2CCN(c3ccc(F)cc3)CC2)C1=S (configuration not stated),-1.0,-1.8,8.3,12.2,0.1,17.5,2.7,94.0,1.4,7.1
O=C(/C=C/c1ccco1)N1CCN(c2ncccn2)CC1,2.4,1.3,0.6,0.0,-1.5,5.9,-2.8,99.0,0.2,-3.5
CC(C)[C@H](NC(=O)c1ccc(Cl)c([N+](=O)[O-])c1)C(=O)O,0.9,-2.8,-1.9,0.4,-5.5,-3.0,0.6,98.0,0.0,0.0
CCN(CCO)C(=O)c1ccc2oc(Cc3ccc(Cl)cc3)nc2c1,-1.6,7.9,-7.5,-3.1,-13.7,-0.9,5.7,100.0,-0.1,-1.5
CCOC(=O)c1c(NC(=O)COC(=O)Cn2cnc3ccccc32)sc2c1CCC(C)C2 (configuration not stated),1.7,-2.3,11.7,-3.9,3.5,3.5,-3.3,99.0,-0.3,0.9
Cc1cccc(C(=O)c2c[nH]cc2-c2ccccc2)c1,-2.0,0.2,1.9,0.6,-5.5,22.4,9.6,98.0,-0.3,1.8
C=CCn1c(CNc2ccc(C)cc2)nnc1SCC(=O)N/N=C/c1ccc(O)cc1,-1.7,-5.6,4.7,1.7,2.5,3.4,-7.4,92.0,0.0,-1.6
COc1cc(-c2[nH]nc3c2C(c2ccco2)C(C#N)=C(N)O3)cc(OC)c1OC (configuration not stated),5.6,-0.8,-3.6,-14.3,-1.2,14.7,2.6,93.0,0.3,-2.5
COC(=O)CNC(=O)Cn1cnc2sc(C)c(S(=O)(=O)N3CCN(c4ccccc4OC)CC3)c2c1=O,2.3,0.2,-5.2,3.2,-4.4,1.3,-8.9,86.0,0.0,-0.5
O=C(C1Cc2ccccc2CN1C(=O)c1ccco1)N1CCN(c2ccccc2)CC1 (configuration not stated),0.5,-3.8,-1.2,1.7,-3.0,0.6,1.4,100.0,0.3,-1.9
Cc1sc(N)nc1-c1c(C)n(C)c2ccccc12,1.0,4.2,3.2,-17.0,-11.3,11.8,7.5,99.0,0.2,-2.7
CCOc1ccc(NC(=O)Cc2cccc3ccccc23)c([N+](=O)[O-])c1,-1.6,7.0,-11.3,-7.9,-1.5,-9.3,-5.2,101.0,0.2,0.4
O=C(COc1ncnc2ccccc12)NC1CCS(=O)(=O)C1 (configuration not stated),-0.8,49.1,5.3,-6.0,4.2,0.9,2.1,92.0,0.5,3.3
CCc1c(C)nc2c(-c3ccccc3)c[nH]n2c1=O,2.2,-3.3,-3.2,5.3,12.9,0.5,-1.2,101.0,-0.1,-1.2
CS(=O)(=O)N1CCC(Oc2ccccc2C(=O)NC2CCOC2)CC1 (configuration not stated),1.0,8.1,-10.6,-4.2,0.5,5.1,2.8,142.0,0.0,-0.6
O=C(Nc1ccccc1C(=O)NC(Cc1ccccc1)C(=O)NC1CCCCCC1)c1ccccc1 (configuration not stated),-1.1,3.3,-0.8,-3.9,0.9,15.4,3.3,93.0,0.4,-0.7
CN(C)c1cc[n+](CCC(=O)Nc2cccc([N+](=O)[O-])c2N)cc1,2.8,1.5,2.1,-1.1,-5.1,11.4,-4.3,98.0,0.0,-2.6
CCc1ccc(OCC(=O)NC(=S)Nc2ccc(C(C)=O)cc2)c(Br)c1,0.2,3.6,3.9,1.7,-2.1,4.6,-2.8,103.0,-0.3,-1.2

# Source: PubChem

# These rows are one share of the data, so the mix of outcomes need not match the whole.
